High-throughput results as filed in PubChem.
Shiga toxin inh – inhibitors of Shiga toxin in Vero cells; Vero cells, Shiga toxin protein synthesis inhibition reporter; inhibition, % at 38.7 µM; hit rate 9.2% among 290,000; in the data active = inhibition mostly above about 28%, no sharp cut-off; inactive = mostly below about 43%; note: 0% is about no effect
AMA1-RON2 inh – AMA1-RON2 (P. falciparum) interaction inhibition. AlphaScreen AMA1-biotinylated RON2 peptide binding. Potency, µM (highest dose often 58.2 µM), for inactives: top-dose activity change, negative = inhibition, usual class: inhibitors. hit rate 0.2% among 360,000. AID 720542;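 note: potency is the fitted concentration of half-maximal effect; 0% = vehicle wells and -100% = peptide control; nearly all actives have a fitted effect of over 45% in size; some results filed as inactive show a strong effect at the top dose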
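AMA1 (3D7) with his tag at 25 nM final met compounds first, then biotinylated RON2 peptide at 25 nM; detection used donor plus acceptor beads, 10 µg/mL apiece, read by AlphaScreen after 30 min at room temperature.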
TbPYK inhibitor – blocks Trypanosoma brucei pyruvate kinase; TbPYK enzyme, Kinase-Glo Plus ATP luminescence, 45 min; Potency, µM (highest dose often 76.8 µM), for the others: at the top dose activity, negative = inhibition, hits mostly inhibitors; hit rate 0.12% among 410,000; AID 624173; note: potency is the fitted concentration of half-maximal effect; % is set by controls: 0 for no effect and ±100 for the full control effect; nearly all actives have a fitted effect of over 50% in size
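ADP (130 uM final) triggers the TbPYK reaction after compound addition; incubation is 45 min at room temperature. Kinase-Glo Plus is then added and luminescence imaged. Normalized data are fitted to concentration-effect curves.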
LmPK inh – inhibitors of Leishmania mexicana pyruvate kinase | Potency, µM (doses to about 57.5 µM), for the others: at the highest dose activity change, negative = inhibition, hits mostly inhibitors | Q27686 | purified LmPK, Kinase-Glo ATP luminescence, 1 h | hit rate 0.37% among 290,000; note: potency is the fitted concentration of half-maximal effect; % is set by controls: 0 for no effect and ±100 for the full control effect
Target sequence (Q27686 whole entry, looked up): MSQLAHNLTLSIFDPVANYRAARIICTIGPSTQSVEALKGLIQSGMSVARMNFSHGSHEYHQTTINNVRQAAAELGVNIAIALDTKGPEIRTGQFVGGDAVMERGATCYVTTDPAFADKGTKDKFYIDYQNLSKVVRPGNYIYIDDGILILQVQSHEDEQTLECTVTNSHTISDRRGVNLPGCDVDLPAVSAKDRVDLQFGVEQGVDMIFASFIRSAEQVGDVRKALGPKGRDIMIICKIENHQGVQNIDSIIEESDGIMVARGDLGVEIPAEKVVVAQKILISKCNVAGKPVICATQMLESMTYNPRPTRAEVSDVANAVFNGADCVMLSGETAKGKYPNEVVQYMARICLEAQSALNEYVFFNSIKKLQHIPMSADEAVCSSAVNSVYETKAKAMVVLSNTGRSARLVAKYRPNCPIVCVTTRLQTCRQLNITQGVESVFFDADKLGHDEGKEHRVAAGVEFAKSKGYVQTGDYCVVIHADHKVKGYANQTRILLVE
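Screened at intermediate enzyme activity to detect both inhibitors and activators: LmPK at 0.1 nM, with a 0.5 nM enzyme column as activation reference. PEP 0.5 mM, ADP 0.1 mM; ATP detected by luminescence after 1 h.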
CHX counter – counter-screen for Shiga toxin inhibitors: cycloheximide protein synthesis inhibition; hit rate 12% among 300,000; AID 2314; cell reporter, cycloheximide protein synthesis inhibition counterscreen; max response, %; in the data active = max response mostly above about 13%, no sharp cut-off; inactive = mostly below about 14%; note: read at 38.3 µM for the half of the compounds with a filed dose; 0% is about no effect
Pf growth 96h – inhibits malaria parasite growth, 96 h | P. falciparum luciferase reporter growth, 96 h | Potency, µM (highest dose often 28.7 µM), for the others: at the top dose activity change, negative = inhibition, actives largely listed as inhibitors | hit rate 6.9% among 320,000 | AID 504834; note: potency is the fitted concentration of half-maximal effect; % is set by controls: 0 for no effect and ±100 for the full control effect
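Plates of compound plus infected erythrocytes (2% hematocrit, 0.05% parasitemia final) incubate 96 hours, 37 C, 5% CO2. Detection reagent added; reduced luminescence from the parasites' luciferase reporter flags inhibition.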
Pf growth 48h – inhibits P. falciparum growth in the first generation, 48 h | P. falciparum luciferase growth in erythrocytes, 48 h | Potency, µM (top dose mostly 28.7 µM), for the others: at the highest dose activity change, negative = inhibition, hits mostly inhibitors | hit rate 5.9% among 310,000 | AID 504832; note: potency is the fitted concentration of half-maximal effect; % is set by controls: 0 for no effect and ±100 for the full control effect
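Firefly luciferase activity from engineered P. falciparum reports growth; inhibitors lower the luminescent signal. Cultures contained 2% hematocrit erythrocytes at 0.1% final parasitemia.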
An asterisk follows results filed as active; ? = inconclusive; . = no result given; [ ] = remark or other dose. Unless noted, calls come from the whole dose curve; as a rule, active = well fitted curve in the direction sought with a large enough effect; inconclusive = small, poorly fitted or top-dose-only effect, or another doubt; inactive = no such curve, though single readings can be large; an effect the other way counts as inactive or inconclusive.

The first 3 records, to show the layout:
Molecule	Shiga toxin inh	AMA1-RON2 inh	TbPYK inhibitor	LmPK inh	CHX counter	Pf growth 96h	Pf growth 48h
Cc1ccc(C(=O)CN(CCCC(N)=O)S(=O)(=O)c2ccc([N+](=O)[O-])cc2)cc1	.	-7%	3%	.	.	57%[activator]	27%
COC(=O)CSc1ccc(S(=O)(=O)N2CCOCC2)cc1[N+](=O)[O-]	-12	12%	-5%	6%	-1	10µM*	20%
CC(CCOS(N)(=O)=O)c1ccccc1 (configuration not stated)	4	9%	1%	-4%	-4	-12%	0%

The whole of this part, from the first entry:
Molecule	Shiga toxin inh	AMA1-RON2 inh	TbPYK inhibitor	LmPK inh	CHX counter	Pf growth 96h	Pf growth 48h
Cc1ccc(C(=O)CN(CCCC(N)=O)S(=O)(=O)c2ccc([N+](=O)[O-])cc2)cc1	.	-7%	3%	.	.	57%[activator]	27%
COC(=O)CSc1ccc(S(=O)(=O)N2CCOCC2)cc1[N+](=O)[O-]	-12	12%	-5%	6%	-1	10µM*	20%
CC(CCOS(N)(=O)=O)c1ccccc1 (configuration not stated)	4	9%	1%	-4%	-4	-12%	0%
COc1cc(NC(C)=O)c2ncccc2c1[N+](=O)[O-]	-2	-22%	-10%	1%	0	13%	11%
Cc1ccccc1C(=O)c1c[nH]c(C(N)=O)c1	-5	-7%	-6%	2%	5	116%[activator]	8%
CCP(=O)(CC)C(C)(C)CP(=O)(c1ccccc1)c1ccccc1	42	1%	0%	-1%	33	0%	25%
Fc1ccc2c(c1)C(c1ccncc1)=NNC(c1ccc(Cl)cc1)=N2	18	2%	-12%	-1%	3	?	?
COc1ccc(CN(C)C(=O)COC(=O)c2c(C)nn(-c3ccc(F)cc3)c2Cl)cc1	.	0%	-2%	.	.	?	?
C/C(CC(=O)Nc1ccc(Cl)cc1Cl)=N\NC(=O)C(=O)N1CCCC1	18	84%[activator]	2%	6%	4	25%	5%
COC(=O)c1sc(N2C(=O)C(O)=C(C(=O)c3ccc(C)o3)C2c2ccc([N+](=O)[O-])cc2)nc1C (configuration not stated)	69*	70%[activator]	3%	-20%	39*	-2%	140%[activator]
O=C(NNC(=O)C1CC1)c1cc2cc3ccccc3nc2s1	47	42%[activator]	-10%	-3%	22	13%	2%
O=C(CN(CCN1CCOCC1)C(=O)Cn1nnc(-c2ccc(F)cc2)n1)NC1CCCCC1	16	6%	-7%	12%	4	6.6µM*	.
Cc1nc2nc(C)c(NS(=O)(=O)c3ccc4c(c3)CCCC4)c(=O)n2[nH]1	-6	0%	-4%	1%	-4	31%[activator]	?
O=C(N/N=C/c1c(O)n(-c2ccccc2)c(=O)[nH]c1=O)c1ccncc1	19	3%	3%	-5%	8	45%[activator]	34%
CCOC(=O)c1[nH]c2ccc(OC)cc2c1NS(=O)(=O)c1ccc(OC)cc1OC	41	3%	-7%	5%	-3	-13%[5.75 µM]	0%
CCOc1ccc(S(=O)(=O)Nc2cc(Sc3ncn[nH]3)c3oc(=O)sc3c2)cc1	-4	.	.	7%	-2	12%	-9%
O=C(COC(=O)c1ccccc1NC(=O)c1ccccc1)c1cccc([N+](=O)[O-])c1	-8	-15%	4%	-1%	-1	-19%	11%
CCn1c2c(c3cc(OCC(C)C)ccc31)CCCC2=O	12	27%	-10%	4%	-2	123%[activator]	?
COCCNC(=O)C1CC2Cn3c(nc4ccccc43)C2N1C (configuration not stated)	-3	-8%	-5%	-1%	-5	?	59%[activator]
COc1ccccc1CNC(=O)CCCC(=O)n1nc(C)c2ccccc21	5	-3%	-4%	9%	-2	-20%	20%

Molecule	Shiga toxin inh	AMA1-RON2 inh	TbPYK inhibitor	LmPK inh	CHX counter	Pf growth 96h	Pf growth 48h
O=C(NCCOc1ccc(Cl)cc1)C1CCCCC1	-8	1%	-7%	-4%	11	19%	12µM*
Cc1nn(-c2ccccc2)c(Oc2ccc(F)cc2)c1/C=N/n1cnnc1	-23	-1%	2%	16%	-5	72%[activator]	.
CCN(CC)C(=O)C1c2ccccc2Oc2ccccc21	16	36%[activator]	5%	-3%	-1	5.2µM*	28%
CCOC(=O)C(C(=O)NCCCN1CCOCC1)C1CCCCC1 (configuration not stated)	5	-2%	0%	-2%	0	-14%	5%
O=c1[nH][nH]c(C(F)(F)F)c1C=NCc1ccc(Cl)cc1	-6	47%[activator]	-6%	1%	7	-17%	.
N#CCC(=O)Nc1ccc(C(=O)OCC(=O)N(C2CCCCC2)C2CCCCC2)cc1	-5	-11%	7%	1%	6	?	12µM*
CCOn1c(=O)c[n+]([O-])c2ccccc21	-4	-4%	3%	-1%	-1	32%[activator]	7%
O=C1NC(=O)/C(=C/c2ccc(-c3cc(C(=O)O)ccc3Cl)o2)S1	-7	-4%	-16%	-17%	-1	?	6%
O=C(NCCCN1CCCC1)c1ccc2c(c1)N(Cc1ccc(F)cc1)C(=O)c1ccccc1S2=O (configuration not stated)	-18	5%	1%	5%	21	-1%	?
CCOC(=O)c1cnc(N2CCN(C(=O)OCC)CC2)[nH]c1=O	-5	?	-4%	5%	2	168%[activator]	11%
Cc1cc(C)n(-c2ccc(C(=O)Oc3ccc4c(c3)OCO4)cc2)n1	32*	17%	-9%	1%	18*	9%	8%
C=CCNC(=O)C12CC3(C)CC(C)(CC(C)(C3)C1)C2	-4	12%	-6%	1%	-2	-10%	.
Oc1ccc(Cl)cc1C1=NNC(c2ccc(Cl)cc2)C1 (configuration not stated)	31*	28%	-6%	1%	30*	?	?
Cc1ccc(S(=O)(=O)NC(=NC2CCCCC2)c2ccccc2)cc1	-3	7%	-2%	0%	-5	0%	11%
CCC(Oc1ccccc1F)C(=O)Nc1ccc2c(c1)n(C)c(=O)n2C (configuration not stated)	-9	4%	6%	1%	-2	?	0%
CN(C1CCCCC1)S(=O)(=O)c1cccc(C(=O)OCC(=O)NC2CCCc3ccccc32)c1 (configuration not stated)	-4	10%	-5%	2%	-3	7%	-8%
COc1cc2c(=O)n(CCCN3CCOCC3)c(=S)[nH]c2c(OC)c1OC	-9	13%	-15%	-6%	-2	-14%	14%
COc1cc2c(cc1OC)C(C(=O)Nc1ccc3c(c1)OCCO3)C(c1cccnc1)N(C)C2=O (configuration not stated)	-11	-10%	5%	5%	-3	?	7.4µM*
O=C(Nc1ccc(Cl)cn1)C1C(c2ccccc2)C1(Cl)Cl (configuration not stated)	19	-15%	0%	7%	-1	0%	19%
COc1cc(/C=N/NC(=O)CSc2ccccn2)ccc1OC(C)C	68*	8%	-12%	5%	39*	71%[activator]	0%

Molecule	Shiga toxin inh	AMA1-RON2 inh	TbPYK inhibitor	LmPK inh	CHX counter	Pf growth 96h	Pf growth 48h
COc1ccc(NC(=O)CN(C)C(=O)/C=C/c2ccc(S(=O)(=O)N3CCCCCC3)cc2)cc1	.	-8%	-3%	.	.	-8%	12µM*
COC(=O)CCCNC(=O)c1ccc(OC2CCN(CCc3ccccc3)CC2)cc1	21	-3%	-1%	5%	12	3%	0%
O=C(N/N=C/c1ccc(OC(=O)c2cccs2)cc1)c1ccccn1	53*	26%	-16%	-6%	45*	-30%	56%[activator]
COc1ccc(CC(=O)Nc2c3c(nn2-c2cccc(C)c2C)CS(=O)C3)cc1 (configuration not stated)	11	-2%	-4%	-4%	-2	?	8%
CC(=O)N1N=C2C3CCN(CC3)C2C1c1ccc(F)cc1 (configuration not stated)	5	3%	-3%	1%	-3	14%	26%
Cc1onc(-c2ccccc2Cl)c1C(=O)N1CCN(c2nc3ccccc3s2)CC1	-22	-19%	3%	1%	8	?	?
Cc1cc(C)cc(-n2c(C)cc(C=C(C#N)C#N)c2C)c1	22	-3%	-2%	-1%	-1	32%[activator]	?
Cc1ccc(NC(=O)N2CCCCCC2)c(C)c1	62*	-5%	0%	1%	50*	19%	67%[activator]
CCOC(=O)N1CCN(Cc2cc(=O)oc3ccc(Cl)cc23)CC1	-3	4%	-1%	-5%	-2	-13%[5.75 µM]	?
Cc1ccccc1CCNCc1cc2cccc(C)c2[nH]c1=O	-15	18%	-2%	-4%	-6	-77%	-17%
O=C1OCC(Cn2c3ccccc3c3ccccc32)O1 (configuration not stated)	-7	2%	0%	-3%	2	29%	22%
CN(/C(=N/S(=O)(=O)c1cccs1)c1ccccc1)c1ccccc1	-11	-5%	-5%	1%	-3	-22%	-9%
CC(=O)N/C(=C\c1ccccc1)C(=O)OCc1ccc(C)cc1	10	8%	-9%	0%	2	22%	6%
CCOc1ccccc1C(=O)Nc1ccsc1C(=O)OC	-14	6%	-6%	2%	-7	-29%	10%
CC(C)(O)C#Cc1ccc(C(=O)N2CCN(c3ccc([N+](=O)[O-])cc3)CC2)cc1	-8	1%	-2%	4%	-3	?	-9%
c1coc(CNc2nc3ccccc3s2)c1	80*	14%	-6%	1%	51*	379%[activator]	183%[activator]
CC(C)NC(=S)N1CCCN(c2ncccc2[N+](=O)[O-])CC1	-3	0%	0%	5%	1	9.3µM*	?
CCOc1ccc2nc(Cl)c(CN(C(=O)c3cnccn3)C3CCCC3)cc2c1	-8	4%	3%	10%	10	14%	?
N#Cc1ccc(OCc2nnc3n2CCCCC3)cc1	-5	4%	5%	1%	6	-7%	0%
COc1ccc2sc(NC(C)=O)nc2c1	64*	-2%	-1%	-28%	34*	?	170%[activator]

Molecule	Shiga toxin inh	AMA1-RON2 inh	TbPYK inhibitor	LmPK inh	CHX counter	Pf growth 96h	Pf growth 48h
S=C(NCC1(c2ccccc2)CCCC1)Nc1ccccc1	-7	12%	2%	-3%	-6	?	7%[0.00184 µM]
CCCc1ccc(C(=O)COC(=O)CN2C(=O)NC3(CCCCC3C)C2=O)cc1 (configuration not stated)	.	7%	6%	.	.	-10%	-24%
C=CCn1c(C)cc(C(=O)CSc2nnc(NC(C)C)s2)c1C	4	-1%	-3%	-4%	8	4.7µM*	?
O=C(CSc1cccc(C(F)(F)F)c1)NC(=O)NCc1ccco1	-13	-9%	8%	13%	-2	12%	.
O=C1/C(=C\c2ccc([N+](=O)[O-])cc2)N2CCC1CC2	-19	-19%	0%	-1%	12	90%[activator]	?
O=C(Nc1ccc(NC(=O)c2ccccc2Cl)nc1)c1ccncc1	15	-5%	-2%	-1%	8	4%	6%
